Screening results deposited in PubChem by several laboratories.
Rev-erbA mod: Rev-erb alpha (human) modulation; Rev-erbα–FITC-DNA binding, fluorescence polarization, 90 min; activity, % at 10 µM; P20393; AID 1259318; actives 0.79% (n = 370,000);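 active means activity above about 14%, limit read from the data; passing the limit was not always enough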;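 further: 0% = DMSO wells with 35 nM protein and 100% = DMSO wells with 750 nM protein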
ssDAF12 agonist: activates DAF-12 receptor from parasite S. stercoralis | HEK293 ssDAF-12/GRIP1 lit1-tk-luc reporter, luminescence; % of 3 µM dafachronic acid response | activation, % at 6.8 µM | actives 1% (n = 370,000) | AID 652126;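 active means activation above the mean over all tested compounds plus 3 SD, cut at about 0.9% in these data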;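 further: 0% = DMSO-only wells and 100% = 3 µM delta7-dafachronic acid wells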
SMARCA2 activ: activators of SMARCA2 function. actives 1% (n = 370,000). MG213 cells, MMTV-luciferase reporter, dexamethasone, overnight. activation, % at 9.1 µM; in the data active means activation above about 7.8%;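 further: 0% = vehicle wells and 100% = reference activator wells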
DAX1 inh-1: DAX1 (NR0B1) inhibition, primary screen. actives 1.1% (n = 370,000). AID 652010. HEK293T StAR-luciferase reporter, SF-1/DAX-1 repression relief. inhibition, % at 6.8 µM;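 active means inhibition above the mean over all tested compounds plus 3 SD, cut at about 3.6% in these data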;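 further: 0% = DAX-1 cells with DMSO and 100% = cells lacking DAX-1 with DMSO; higher inhibition means more luminescence from relief of DAX-1 repression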
DAX1 inh-2: NR0B1 (DAX1) inhibition; HEK293 Gal4-DAX1 luciferase reporter, luminescence; AID 504766; inhibition, % at 6.75 µM; P51843; actives 0.99% (n = 340,000);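 active means inhibition above the mean over all tested compounds plus 3 SD, cut at about 4.2% in these data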;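 further: 0% = DAX1-transfected cells with DMSO and 100% = empty-vector control cells with DMSO; inhibition shows as a rise in luminescence from relieved DAX1 repression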
Target sequence (P51843 207-470 limits assumed): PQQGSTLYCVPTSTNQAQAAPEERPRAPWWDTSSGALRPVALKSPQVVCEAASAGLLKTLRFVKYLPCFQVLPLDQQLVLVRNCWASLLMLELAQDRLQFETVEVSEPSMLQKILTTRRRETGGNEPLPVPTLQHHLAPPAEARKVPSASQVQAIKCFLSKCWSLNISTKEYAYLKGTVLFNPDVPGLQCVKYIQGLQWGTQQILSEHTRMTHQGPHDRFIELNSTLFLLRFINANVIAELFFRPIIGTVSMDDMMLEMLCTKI
hgDAF12 agonist: hgDAF-12 agonism, primary luciferase screen | activation, % at 6.8 µM | HEK293 GAL4-hgDAF12 UAS-luciferase reporter, agonist luminescence; normalized to butyrate control | AID 687014 | actives 1.8% (n = 370,000);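 active means activation above a cutoff set at the mean of all screened compounds plus 3 SD, cut at about 10% in these data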;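 further: 0% = DMSO wells and 100% = sodium butyrate wells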
PLC-beta3 inh: PLC-beta3 (human) inhibition, primary screen. Q01970. Purified PLC-beta3, fluorogenic substrate, fluorescence. inhibition, % at 12.2 µM. actives 0.18% (n = 370,000). AID 720704; in the data active means inhibition above about 11%;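 further: 0% = median of compound wells on plate and 100% = full blocker control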
hcDAF-12 act: H. contortus DAF-12 activation, primary screen; HEK293 hcDAF-12 lit1-tk-luc reporter, luminescence; 0% DMSO, 100% Δ7-dafachronic acid; activation, % at 6.8 µM; actives 1.4% (n = 370,000);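 active means activation above the mean of all tested compounds plus 3 SD, cut at about 5.5% in these data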;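 further: 100% = response to 3 µM Δ7-dafachronic acid high control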
sPLA2-III inh: Inhibits HGIII-sPLA2 liposome hydrolysis, primary screen | Q9NZ20 | QFRET BODIPY PC-A2 liposome hydrolysis, fluorescence | inhibition, % at 12.2 µM | actives 0.56% (n = 370,000) | AID 743126;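 active means inhibition above mean plus 3 SD of compounds lying within the high and low control bounds, cut at about 19% in these data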;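 further: 0% = median of test compound wells and 100% = no enzyme DMSO wells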
Target sequence (Q9NZ20 whole entry, looked up): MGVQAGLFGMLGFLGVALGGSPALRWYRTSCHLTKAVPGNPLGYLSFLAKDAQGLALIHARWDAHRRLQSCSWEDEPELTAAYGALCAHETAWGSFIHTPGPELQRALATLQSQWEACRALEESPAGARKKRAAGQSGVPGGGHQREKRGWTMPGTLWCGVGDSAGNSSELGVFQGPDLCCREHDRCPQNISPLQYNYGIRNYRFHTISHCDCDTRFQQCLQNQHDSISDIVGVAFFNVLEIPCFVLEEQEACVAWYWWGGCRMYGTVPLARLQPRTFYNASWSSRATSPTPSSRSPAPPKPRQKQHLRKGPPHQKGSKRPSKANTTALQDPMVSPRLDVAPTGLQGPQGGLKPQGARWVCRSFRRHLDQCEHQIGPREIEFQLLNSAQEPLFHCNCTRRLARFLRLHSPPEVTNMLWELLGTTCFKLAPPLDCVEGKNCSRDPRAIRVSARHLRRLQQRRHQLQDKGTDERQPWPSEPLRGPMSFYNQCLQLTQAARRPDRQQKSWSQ
GAA850 FXN act: increases GAA850 frataxin promoter reporter activity; activation, % at 6 µM; HEK293 lucGAA850 FXN promoter luciferase reporter, 24 h; percent of 10 µM SAHA response; actives 0.56% (n = 360,000);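 active means activation above the average of all compounds screened plus 3 SD, cutoff fixed separately per campaign, cut at about 7.5% in these data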;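 further: 0% = DMSO wells and 100% = 10 µM SAHA wells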
PG9 binder: PG9 antibody binding by small molecule; inhibition, % at 6.7 µM; AID 624416; actives 0.43% (n = 360,000); TR-FRET gp120-PG9 antibody binding; in the data active means inhibition above about 8.5%
The depositor's hits bear a star; i = inactive; · = not tested or not shown.

SMILES	Rev-erbA mod	ssDAF12 agonist	SMARCA2 activ	DAX1 inh-1	DAX1 inh-2	hgDAF12 agonist	PLC-beta3 inh	hcDAF-12 act	sPLA2-III inh	GAA850 FXN act	PG9 binder
O=C(NCCN1CCCC(O)C1)c1cc(COc2ccc(F)cc2Cl)on1 (stereo not drawn)	-8	-0.9	7	-0.6	0.6	-2.3	2	1.5	3	0.0	-2.4
O=C(c1cccc(S(=O)(=O)N2CCOCC2)c1)N1CCCC1	-1	-0.8	-1	0.5	0.5	-0.5	1	-1.7	1	-1.9	-1.8
COc1ccccc1C(=O)O/N=C(\N)c1ccccn1	-2	2.7*	-1	2.1	-2.2	8.1	-8	11*	15	1.0	-0.5
CCOCCCNC(=O)C(c1ccc(C)cc1)N(Cc1ccc2c(c1)OCO2)C(=O)c1cnccn1 (stereo not drawn)	0	-1.6	-3	-0.7	-1.3	-2.6	0	-1.4	-5	0.0	0.4
Cc1ccccc1Oc1nc2c(C)cccn2c(=O)c1/C=C(\C#N)C(=O)NC1CCS(=O)(=O)C1 (stereo not drawn)	-6	-1.3	1	-0.8	-1.1	-0.1	-129	-1.6	-2	0.3	-0.3
CC(C)CN(C(=O)c1ccc2c(c1)OCO2)C1CCS(=O)(=O)C1 (stereo not drawn)	-5	-0.5	-1	-0.3	0.0	1.2	-2	1.8	3	-0.4	0.1
CCOC(=O)C1(C)CCN1C(=O)c1ccc2c(c1)CCO2 (stereo not drawn)	-6	-1.4	-5	0.3	·	-0.9	6	0.5	4	0.5	-2.0
COc1ccc2nc(NC(=O)CNS(=O)(=O)c3cccs3)sc2c1	-2	-1.0	2	0.3	1.8	8.1	3	0.3	-13	-0.7	0.5
CCOc1ccccc1NC(=O)c1nnn(-c2ccc3c(c2)OCCO3)c1N	1	-1.9	-1	-0.7	-1.9	-0.4	-8	-3.3	-15	1.8	-1.9
O=c1c(Cc2ccc(F)cc2)c(O)ccn1CCCn1ccnc1	-8	-1.2	2	0.3	-0.3	0.1	2	-0.9	-6	0.7	1.0
O=c1[nH]c2ccc(NCc3ccc(OCc4ccccc4Cl)cc3)cc2[nH]1	8	-0.9	-4	-0.5	0.0	3.6	-11	-0.4	10	2.4	0.7
N#Cc1c(-c2ccc(Cl)cc2)c2c([nH]c1=O)-c1ccccc1OC2	-7	-0.9	-1	-0.2	0.9	-1.3	-271	-0.9	-6	-3.4	1.2
CC(C)C(OC(=O)c1ccco1)C(=O)NCc1cccs1 (stereo not drawn)	2	-1.6	2	0.5	-1.4	-2.9	-1	-1.6	6	-0.3	-1.2
CCOC(=O)C(CC)Sc1nnc2n1C(C)(C)Cc1ccccc1-2 (stereo not drawn)	-4	-1.0	-4	-1.5	-0.6	-0.3	0	-1.6	-2	-1.4	-1.2
CSc1ncccc1C(=O)Nc1ccccc1N1CCOCC1	-6	-1.6	-1	0.6	-0.1	1.2	-6	-0.2	11	1.6	2.1
CC(=O)N(CN1C(=O)C2C3C=CC(C3)C2C1=O)c1cccc(Cl)c1 (stereo not drawn)	-3	-1.1	0	-0.3	-0.2	-1.0	-2	-0.8	-1	0.7	-1.7
COc1ccc(OC)c2c1C(=O)c1ccccc1C2=O	-1	0.0	-3	-0.1	·	-2.2	-16	0.6	-3	·	-0.7
COc1ccc(-c2csc(NC(CO)c3nc4ccccc4n3CCOCCO)n2)cc1 (stereo not drawn)	2	-1.3	2	-0.1	-0.6	3.8	-5	0.3	-24	3.5	-3.4
COc1ccc(C(=O)N2CCCC(CO)(Cc3ccccc3C)C2)o1 (stereo not drawn)	1	-1.2	-4	1.6	0.7	-2.2	-9	-0.6	-12	0.6	0.7
CCOc1ccc(/C=N/NC(=O)C(OC)c2ccccc2)cc1 (stereo not drawn)	0	-1.2	-1	-0.5	0.1	-2.2	2	-1.3	3	0.6	-0.8
O=C(CCCN1C(=O)/C(=C/c2ccc(F)cc2)SC1=S)NCCCn1ccnc1	-2	-1.6	-5	-0.6	-0.4	-5.2	-19	-3.4	-11	-6.0	-1.3
O=C(Cn1cnc2ccccc21)N/N=C/c1cccnc1	6	-0.9	0	-0.2	0.4	1.3	-1	-2.3	-4	-0.8	-3.0
COc1ccccc1CCc1nnc(CCC(=O)NC(C)Cn2nc(C)cc2C)o1 (stereo not drawn)	6	-1.1	1	-0.3	-0.4	-0.2	0	-1.4	1	-1.2	-1.7
CCn1cc(/C=C(\NC(=O)c2ccccc2)C(=O)NCCCn2ccnc2)c2ccccc21	0	-0.7	-3	2.8	-0.3	1.4	0	0.8	-8	0.9	-0.9
CCN(CC)C(=O)CC[C@H]1CC[C@]2(CCCN(C(=O)C3CCCC3)C2)O1	1	-1.5	-3	0.0	·	4.9	-1	-0.8	13	·	·
O=c1[nH]c(C(F)(F)C(F)(F)C(F)(F)F)no1	4	-0.1	-2	1.3	0.8	2.5	3	3.6	2	1.0	-1.6
CC(=O)Nc1ccc(C(=O)OCc2ccc(F)cc2Cl)cc1	10	-1.7	-5	-0.3	-0.5	24*	0	0.7	-10	2.2	-0.4
O=C(CN1C(=O)NC2(CCCC2)C1=O)N1CCN(S(=O)(=O)c2ccccc2Br)CC1	-1	-1.1	-2	-0.8	0.3	-1.4	5	-1.0	4	0.7	-2.6
Cc1ccc2nc(NC(=O)Cn3cc4c(n3)CCCCC4)sc2c1	1	-1.3	0	-0.7	-1.4	2.3	-4	0.3	-20	-0.6	2.0
COC(=O)C1(CCSC)NC(c2ccccc2F)C2C(=O)N(c3ccc4c(c3)OCCO4)C(=O)C21 (stereo not drawn)	-6	-1.2	-5	-0.1	0.1	-1.4	-8	-1.2	-3	-0.4	0.4
Cc1ccc(NC(=O)N(CCCN2CCOCC2)Cc2cccs2)cc1C	-3	-1.6	0	1.0	-0.5	1.0	2	-0.9	-4	2.0	-2.0
C/C(CC(=O)Nc1cccc(C(F)(F)F)c1)=N\NC(=O)Cc1ccccc1	1	-1.3	1	-0.6	1.2	-1.1	2	-1.1	-16	0.7	-0.8
O=C(COc1ccc(Cl)cc1)N1CCN(C(=O)c2cccc(F)c2)CC1	-3	-1.1	-2	-0.2	0.8	2.2	-25	-1.9	-4	1.3	1.9
C/C(=N\NC(=O)c1c(C)nc2ccccn12)c1ccc(C(C)(C)C)cc1	-3	-0.9	-4	0.0	0.3	2.8	-10	-3.1	4	-1.1	-1.6
O=C(NCC1CCCO1)C1CCC(=O)N1CCc1ccccc1 (stereo not drawn)	0	-0.5	1	-0.1	-0.8	0.2	1	-2.3	-5	-0.8	0.0
CCOc1ccccc1NC(=O)COn1nnc2ccc(Cl)cc21	8	-0.6	-7	0.8	1.2	-1.8	-1	-1.6	-7	0.1	-0.2
CC(C)(C)N1NC2(CCCCC2)NC1=S	-1	0.9	-3	0.3	0.3	1.4	-6	-0.8	2	0.5	-0.4
Cc1cccc(/C(N)=N/OC(=O)c2cccnc2)c1	0	1.1*	8	3.4	1.9	20*	1	4.8	4	3.3	0.4
COCCNc1nc(Nc2ccccc2Cl)c2sccc2n1	-5	-0.8	-2	-3.1	·	-4.2	-15	-3.6	-4	-1.7	-1.8
N/C(=N\OS(=O)(=O)c1ccccc1)c1ccncc1	-10	-1.0	1	-0.3	-0.8	-2.2	2	-0.4	1	1.4	-0.8

Record cards, as listed above. Values in the order: Rev-erbA mod | ssDAF12 agonist | SMARCA2 activ | DAX1 inh-1 | DAX1 inh-2 | hgDAF12 agonist | PLC-beta3 inh | hcDAF-12 act | sPLA2-III inh | GAA850 FXN act | PG9 binder
Record of COCCNc1nc(Nc2ccccc2Cl)c2sccc2n1 = -5 | -0.8 | -2 | -3.1 | · | -4.2 | -15 | -3.6 | -4 | -1.7 | -1.8
Record of CCOc1ccccc1NC(=O)COn1nnc2ccc(Cl)cc21 = 8 | -0.6 | -7 | 0.8 | 1.2 | -1.8 | -1 | -1.6 | -7 | 0.1 | -0.2

(more compounds)
SMILES	Rev-erbA mod	ssDAF12 agonist	SMARCA2 activ	DAX1 inh-1	DAX1 inh-2	hgDAF12 agonist	PLC-beta3 inh	hcDAF-12 act	sPLA2-III inh	GAA850 FXN act	PG9 binder
CCCN(CCO)Cc1ccc(Cl)c(Cl)c1	0	-0.3	0	-0.4	1.5	-1.1	4	-0.3	0	2.4	-0.3
C=CCNc1nc(-c2sc(NC(=O)C(C)(C)C)nc2C)c(-n2cc(-c3ccccc3)nn2)s1	1	-1.2	-3	-4.4	·	-6.0	-16	-2.8	-22	·	-0.1
O=C(CNC(=O)C1CCCCC1)NNC(=O)c1ccc(Cl)cc1Cl	-3	-0.7	-2	3.0	2.5	0.9	-3	0.3	-3	0.8	-0.2
O=S(=O)(Nc1ccccc1N1CCOCC1)c1c(F)cc(F)cc1Br	-7	-1.2	0	-1.4	1.5	-2.7	-5	-0.4	2	0.3	-1.2
COc1ccc(Cl)cc1NCCC(O)c1ccc(F)cc1 (stereo not drawn)	4	-1.0	-3	0.3	-0.6	3.3	-3	1.0	6	1.3	1.2
Cc1cc(C(=O)Nc2ccccc2)oc1C	-1	0.0	9.0*	1.3	4.1	9.0	1	2.0	0	1.4	0.2
CCOC(=O)N(NC(=O)C(O)(C(C)C)C(C)C)c1ccccc1	4	-1.5	-2	0.0	0.4	0.2	-2	2.5	9	-0.5	1.7
Nc1nnc(SCC(=O)N2CCN(c3cccc(Cl)c3)CC2)n1-c1ccccc1	-3	-1.5	2	-0.3	-0.8	-1.2	5	-2.2	-7	-1.6	-2.1
COC(=O)c1cc(S(=O)(=O)N2CCOCC2)c(Cl)cc1N1CCOCC1	-2	-2.0	-3	0.1	2.4	-2.6	1	0.2	5	-2.0	-0.6
Cc1ccc(S(=O)(=O)n2c(CN3CCCC(C)C3)nc3ccccc32)cc1 (stereo not drawn)	-3	-0.9	0	0.2	-1.2	1.8	-11	5.0	6	0.7	-0.8
COc1ccc2[nH]c3c(N4CC(C)OC(C)C4)ncnc3c2c1 (stereo not drawn)	3	-2.0	1	-1.7	·	-4.1	i	-2.4	5	·	-1.8
O=C(Nc1ccc([N+](=O)[O-])cc1)C1COc2ccccc2O1 (stereo not drawn)	4	-0.9	0	-0.1	2.0	1.9	0	-1.4	-7	-0.1	-0.7
Cn1cc(CN2CCCC(C(=O)c3ccc(-c4ccccc4)c(F)c3)C2)cn1 (stereo not drawn)	-2	-1.5	-3	0.0	-0.5	-1.3	1	2.8	-16	1.8	-1.5
CCCNC(=O)c1ccc(N2CCC3(CC2)CC(c2ccccc2)=NO3)c(N)c1	-4	-1.1	0	-0.5	-1.0	-3.0	-92	-2.2	4	0.8	-0.6
COc1ccc(C(C)(NC(C)=O)c2nc(-c3cccc(C(=O)O)c3)cs2)cc1 (stereo not drawn)	3	-1.0	-8	-0.5	·	4.0	4	-2.6	13	-1.6	-1.7
CCOC(=O)[C@]12CCC=C1N(Cc1ccco1)C(=O)[C@H](CC(=O)N1CCSCC1)C2	5	-0.9	6	-1.1	·	-1.7	-6	0.4	13	·	-2.4
CCOc1ccc(CCNC(=O)COC(=O)c2nccnc2N)cc1OCC	3	-0.9	-2	-0.7	0.5	0.6	-50	0.4	10	-0.4	1.9
CS(=O)(=O)N(Cc1ccc(C(=O)NN=C2CCCC2)cc1)c1ccccc1	2	-1.1	-2	0.5	-0.9	1.3	0	1.0	0	2.6	-0.9
